Screening results (PubChem BioAssay)
PKA kinase inh = inhibitors of human PKA kinase activity, primary screen, biochemical, ATP-depletion luminescence, Kemptide substrate; inhibition, % at 6 µM; 65,000 compounds, 0.1% hits; AID 524, 2006; PKA Kemptide phosphorylation, Kinase-Glo ATP luminescence; cAMP-dependent protein kinase catalytic subunit alpha (Homo sapiens), P17612;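 active means inhibition above the screen-wide mean inhibition plus 3 SD, cut at about 21% in these data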; further: many of its hits are not listed in these tables
MMP13 inh = human MMP13 inhibitors, primary screen, biochemical, FRET peptide cleavage; AID 570, 2006; inhibition, % at 4 µM; MMP-13 fTHP FRET cleavage, Mca fluorescence; 65,000 compounds, 0.07% hits; Collagenase 3 (Homo sapiens), P45452;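 active means inhibition above the mean of compound-free control plate wells plus 3 SD, cut at about 14% in these data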;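 further: 0% = DMSO wells and 100% = wells with reference MMP-13 inhibitor after basal subtraction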
JNK3 blocker = JNK3 kinase activity inhibitors, primary screen, biochemical, human, purified enzyme | Mitogen-activated protein kinase 10 (Homo sapiens), P53779 | HTS | inhibition, % at 8 µM | 60,000 compounds, 0.61% hits | AID 746, 2007; in the data active means inhibition above about 17%;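 further: 0% = DMSO and 100% = reference inhibitor; many of its hits are not listed in these tables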
Target sequence (P53779 whole entry, looked up): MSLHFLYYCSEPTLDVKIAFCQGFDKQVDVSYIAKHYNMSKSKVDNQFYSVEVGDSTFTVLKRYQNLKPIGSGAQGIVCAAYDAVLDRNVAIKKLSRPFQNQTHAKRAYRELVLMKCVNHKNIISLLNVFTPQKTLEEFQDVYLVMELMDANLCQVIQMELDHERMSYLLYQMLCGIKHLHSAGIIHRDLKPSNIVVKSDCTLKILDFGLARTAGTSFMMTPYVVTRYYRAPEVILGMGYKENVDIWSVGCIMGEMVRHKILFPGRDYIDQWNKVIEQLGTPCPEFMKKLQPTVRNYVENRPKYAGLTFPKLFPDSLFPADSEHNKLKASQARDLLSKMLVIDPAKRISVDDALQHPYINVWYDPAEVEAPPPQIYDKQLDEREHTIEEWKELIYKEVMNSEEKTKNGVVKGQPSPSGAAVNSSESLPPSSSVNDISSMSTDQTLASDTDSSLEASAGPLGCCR
HEK293 NFkB inh = inhibitors of PMA/ionomycin-induced NF-kB reporter, primary screen, antigen receptor NF-kB inhibitor project, cell-based, HEK-293 luciferase reporter, luminescence; inhibition, % at 3 µM; 62,000 compounds, 0.21% hits; HEK-293 NF-kB luciferase reporter;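 active means inhibition above the mean of all tested compounds plus 3 SD, cut at about 40% in these data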;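 further: 0% = stimulated DMSO wells and 100% = 10 µM reference inhibitor 5653914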
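System – HEK-293 cells with stable firefly luciferase reporter driven by four HIV NF-kB elements · Doses – one dose, 3 µM · Schedule – 1 h compound pre-incubation, 16 h PMA/ionomycin at 37 °C · Technique – luminescence from luciferase substrate reagent · Measure – percent inhibition normalized per plate to DMSO and reference-inhibitor controls · Replicates – tested once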
ROCK2 inh = inhibitors of human ROCK2 kinase, primary screen, biochemical, high-throughput, luminescence; purified ROCK2, Kinase-Glo ATP depletion luminescence; inhibition, % at 6 µM; AID 604, 2007; 60,000 compounds, 0.35% hits;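 active means inhibition above the screen-wide mean inhibition plus 3 SD, cut at about 18% in these data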;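 further: plate controls were DMSO wells for no effect and Y-27632 control wells after no-enzyme background subtraction for full effect; many of its hits are not listed in these tables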
TNAP act DEA = human TNAP enzyme activators, primary screen, biochemical, luminescent, intermediate phosphate acceptor level. purified TNAP, CDP-star luminescence, 100 mM DEA, 30 min; hits give high values; scale: 0 levamisole-inhibited, 1 vehicle-only enzyme. activation factor at 20 µM. 64,000 tested, under 10 active;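 active means activation factor of at least 2 at 20 µM, relative to controls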
Target sequence (P05186 whole entry, looked up): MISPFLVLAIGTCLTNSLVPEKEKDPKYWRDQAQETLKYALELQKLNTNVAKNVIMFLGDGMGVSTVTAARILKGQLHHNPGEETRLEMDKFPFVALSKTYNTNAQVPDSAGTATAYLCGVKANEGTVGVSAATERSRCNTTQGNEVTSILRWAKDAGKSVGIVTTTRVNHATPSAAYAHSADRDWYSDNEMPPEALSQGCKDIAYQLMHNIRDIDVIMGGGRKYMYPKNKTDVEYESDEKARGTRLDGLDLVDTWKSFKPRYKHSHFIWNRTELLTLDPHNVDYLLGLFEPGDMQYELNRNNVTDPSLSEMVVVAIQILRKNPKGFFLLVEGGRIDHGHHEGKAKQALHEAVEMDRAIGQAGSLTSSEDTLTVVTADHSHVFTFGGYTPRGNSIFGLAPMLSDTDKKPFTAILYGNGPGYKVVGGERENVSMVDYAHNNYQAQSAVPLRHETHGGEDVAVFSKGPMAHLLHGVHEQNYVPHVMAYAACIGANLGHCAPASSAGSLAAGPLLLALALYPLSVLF
Cdc25B inh = inhibitors of Cdc25B phosphatase catalytic domain, primary screen, biochemical, OMFP fluorescence. M-phase inducer phosphatase 2 (Homo sapiens), P30305. recombinant Cdc25B, OMFP fluorescence Ex485/Em525. inhibition, %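 (compounds tested at 10 µM final in the well)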. 65,000 compounds, 0.1% hits. AID 368, 2006; in the data active means inhibition above about 50%
DUSP1 inh = MKP-1 phosphatase inhibitors, primary screen, biochemical, in vitro; Dual specificity protein phosphatase 1 (Homo sapiens), P28562; AID 374, 2006; inhibition, %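 (compounds tested at a single concentration somewhere between 10 and 100 µM)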; 65,000 compounds, 0.15% hits; recombinant MKP-1, OMFP hydrolysis fluorescence;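 active means inhibition above about 50%, limit read from the data; inconclusive means inhibition over screen mean plus 3 SD, below that limit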;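 further: 0% = DMSO max control wells and 100% = wells with enzyme stopped by NaOH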
Jurkat viability = cytotoxicity toward Jurkat T cells, primary screen, cytotoxicity control, cell-based, Jurkat E6.1, 60K MLSMR library; Jurkat E6.1 viability, ATP luminescence, 48 h; 56,000 compounds, 1.2% hits; inhibition, % at 4 µM;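 active means inhibition above the mean inhibition of all tested compounds plus 3 SD, cut at about 28% in these data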
The depositor's hits bear a star; u = inconclusive; x = not tested or not shown; [ ] = dose if it differs, or a comment. Compounds as they come (roughly 1.9% active in at least one column).

SMILES | PKA kinase inh | MMP13 inh | JNK3 blocker | HEK293 NFkB inh | ROCK2 inh | TNAP act DEA | Cdc25B inh | DUSP1 inh | Jurkat viability
COc1ccc(CCN2C(=O)CC(N3CCOCC3)C2=O)cc1 (configuration not stated) | -0.6 | 0.8 | -1.5 | -6.7 | -1.2 | 0.9 | -8.4 | 3.7 | 0.3
Cc1nn(C)c(C)c1NC(=O)CN1CCC(O)(c2ccc3c(c2)OCO3)CC1 | 7.7 | -1.6 | -3.7 | 19.5 | 5.3 | 1 | -13.1 | -6.0 | -7.9
CCOC(=O)N1CCN(C(=O)CN(c2cccc(C(F)(F)F)c2)S(C)(=O)=O)CC1 | 2.7 | -2.8 | x | 14.2 | x | 0.9 | -16.7 | 14.8 | x
O=C(NCCCn1ccnc1)Nc1ccc(Cl)cc1 | -3.2 | -0.5 | -5.2 | 23.8 | -2.8 | 0.8 | 1.4 | -3.4 | 10.6
CCC(=O)c1cc(-c2nc3ccccc3n2C)n(C)c1 | 3.2 | 0.6 | -9.9 | 9.4 | -1.3 | 0.9 | -3.4 | 3.5 | -0.8
COCCN1C(=O)C(CC(=O)Nc2ccc(C(C)=O)cc2)SC1=Nc1ccccc1 (configuration not stated) | 3.5 | 0.3 | 9.7 | 8.7 | 5.7 | 1 | -9.1 | 19.4 | -5.4
Cc1cc(C)n(-c2nc3c(c(=O)[nH]c(=O)n3C)n2Cc2cccc(Br)c2)n1 | 3.9 | 3.0 | -2.3 | 13.3 | 0.1 | 0.8 | 5.4 | -4.8 | 0.7
COc1cccc(C(=O)Nc2ncc3c(n2)CC(c2ccc(OC)cc2OC)CC3=O)c1 (configuration not stated) | 8.9 | 5.7 | 5.5 | 14.9 | 3.2 | 0.8 | -4.2 | -5.2 | 43.4*
Cc1c(-c2ccccc2)c(P(=O)(N2CCOCC2)N2CCOCC2)c2ccccn12 | 4.1 | -26.8 | -12.5 | 13.4 | 2.8 | 1 | -8.3 | 18.0 | -0.2
c1ccc(-n2ncc(-c3nn[nH]n3)n2)cc1 | -5.1 | -9.8 | x | 9.0 | x | 0.9 | x | x | x
Cc1ccc(-n2c(Cc3cccn3C)nnc2SCC(=O)N2CCN(c3ccccc3)CC2)cc1 | 3.2 | 0.5 | 4.1 | 17.0 | 5.9 | 0.9 | -35.2 | 23.5 | 2.0
O=C1CCC(C(=O)O)(c2ccccc2)C1 (configuration not stated) | 4.0 | -0.8 | 0.4 | 8.5 | 0.5 | 1 | 9.1 | -17.5 | -7.8
O=c1/c(=C\c2cccnc2)sc2nc3ccccc3n12 | -0.5 | -2.5 | 5.0 | -4.4 | 0.3 | 0.9 | 0.8 | 5.3 | -3.1
COC(=O)C(CC(=O)Nc1cc(C)ccc1C)Nc1ccccc1OC (configuration not stated) | 11.5 | 3.5 | -2.3 | 9.3 | 7.1 | 0.9 | -22.9 | 6.8 | 0.5
COc1ccc(Cn2nnnc2C(c2ccccc2OC)N2CCC(C(N)=O)CC2)cc1 (configuration not stated) | 3.6 | 2.7 | 0.6 | 5.2 | 11.5 | 0.9 | 5.2 | 1.0 | -4.9

Two compounds drawn at random from those above, as already listed:
SMILES | PKA kinase inh | MMP13 inh | JNK3 blocker | HEK293 NFkB inh | ROCK2 inh | TNAP act DEA | Cdc25B inh | DUSP1 inh | Jurkat viability
Cc1nn(C)c(C)c1NC(=O)CN1CCC(O)(c2ccc3c(c2)OCO3)CC1 | 7.7 | -1.6 | -3.7 | 19.5 | 5.3 | 1 | -13.1 | -6.0 | -7.9
CCOC(=O)N1CCN(C(=O)CN(c2cccc(C(F)(F)F)c2)S(C)(=O)=O)CC1 | 2.7 | -2.8 | x | 14.2 | x | 0.9 | -16.7 | 14.8 | x

Further entries follow:
SMILES | PKA kinase inh | MMP13 inh | JNK3 blocker | HEK293 NFkB inh | ROCK2 inh | TNAP act DEA | Cdc25B inh | DUSP1 inh | Jurkat viability
O=C(Cc1ccc(-n2cccc2)cc1)NC1CCCCC1 | 14.3 | -6.2 | 3.8 | -10.4 | 5.1 | 1 | 5.7 | 12.6 | -11.0
O=c1nc2n(c3c1oc1ccccc13)Cc1ccccc1-2 | 7.6 | -116.4[fluorescence artefact?] | 1.7 | 7.4 | 4.8 | 0.8 | -10.4 | 23.6 | -4.4
CCC(c1nnnn1Cc1ccco1)N1CCC(C(N)=O)CC1 (configuration not stated) | 5.2 | 2.7 | -3.0 | 3.8 | -3.4 | 0.9 | -3.5 | -28.2 | 8.2
CC(OC(=O)CCCN1C(=O)c2ccccc2C1=O)C(=O)Nc1ncc(Cl)cc1Cl (configuration not stated) | 6.6 | 2.3 | -0.3 | 12.9 | 1.1 | 1 | -7.8 | 32.2 | -2.0
C/C(O)=C(/C#N)c1nc2ccccc2[nH]1 | 8.1 | 1.1 | 8.1 | 10.0 | 6.6 | 1 | 3.6 | -3.3 | 2.9
CCOC(=O)c1sc(NC(=O)CSc2nnnn2-c2ccc(C)cc2C)nc1C | -1.7 | -4.9 | 3.7 | 20.0 | -3.6 | 0.9 | -8.9 | -7.3 | 3.8
CC1(NC(=O)C23CC4CC(CC(C4)C2)C3)CCS(=O)(=O)C1 (configuration not stated) | 9.0 | -0.8 | 12.5 | 9.2 | 5.6 | 0.9 | -6.0 | 19.2 | -3.5
Cc1sc2nc(NCCO)[nH]c(=O)c2c1C | 5.1 | 1.6 | 2.5 | 1.0 | 3.9 | 0.8 | -24.6 | 7.2 | -1.2
Cc1ccc(NC(=O)NC(=O)CN2C(=O)NC3(CCc4ccccc43)C2=O)c(C)c1 (configuration not stated) | 11.6 | 5.9 | -4.0 | 16.2 | 4.7 | 0.9 | -14.1 | 37.3 | -0.1
Cn1c(C2=C(O)CN(c3ccc4c(c3)OCCO4)C2=N)nc2ccccc21 | 5.2 | 2.5 | 3.1 | 0.2 | 5.3 | 1 | -5.2 | 19.7 | -1.9
Cc1ccc(Cl)cc1N1CCN(Cc2nc3c(c(=O)[nH]c(=O)n3C)n2Cc2ccccc2F)CC1 | -0.6 | 5.8 | -1.1 | 10.8 | 1.5 | 1 | 1.6 | 35.0 | 6.5
Cc1cc(N2C(=O)C(=O)/C(=C(/O)c3ccc(Cl)cc3)C2c2cccc(Br)c2)no1 (configuration not stated) | 10.1 | -0.3 | 6.5 | 14.6 | 6.4 | 0.8 | 1.1 | u | -9.5
Cc1nc2ccccc2c2oc(C(=O)N3CCN(C4CCCCC4)CC3)cc12 | 7.8 | -1.6 | 4.3 | 6.2 | -1.9 | 0.9 | -10.5 | 5.7 | 15.2
COc1cccc2cc(C(C)N(CCCN3CCOCC3)C(=O)Nc3ccccc3)oc12 (configuration not stated) | 7.0 | -3.3 | -4.0 | 10.1 | 0.7 | 1 | 5.1 | 4.2 | 4.2
CN(C)/C=C1\C=C(c2ccccc2)OC1=O | 1.8 | 3.8 | -22.6 | 7.5 | 0.1 | 0.9 | 5.7 | -17.7 | 2.4
CCOc1ccc(OCC)c(NC(=O)C2COc3ccccc3O2)c1 (configuration not stated) | 10.4 | 6.9 | x | 7.0 | x | 0.9 | -6.4 | -2.2 | x
Cn1c(=O)c2c(nc(CN3CCC(C(N)=O)CC3)n2Cc2ccccc2Cl)n(C)c1=O | 1.7 | -0.3 | -1.4 | 2.3 | -4.5 | 0.9 | 1.3 | -33.7 | 3.7
Cc1cccc(OCCCCCn2ccnc2)c1 | 2.3 | -4.3 | 1.4 | 7.0 | 7.1 | 0.8 | -7.2 | 8.3 | 1.7
Cc1nc(NCC2CCCO2)c2oc3ccccc3c2n1 (configuration not stated) | -2.4 | 0.1 | x | 10.4 | x | 0.9 | x | x | x
O=C(NCc1ccc(F)cc1)C1CCC(=O)N1CCc1ccccc1 (configuration not stated) | 6.2 | 2.6 | 1.9 | 9.0 | -4.5 | 1 | 4.1 | -3.3 | -3.7
CCOc1ccc2nc(NC(=O)CSC3=NCCS3)sc2c1 | 11.6 | 0.6 | -1.6 | 3.5 | 8.2 | 0.8 | -4.0 | -44.7 | 5.9
CCOC(=O)C1C(=O)NC(SC)=C(C#N)C1c1ccccc1F (configuration not stated) | 6.5 | 6.6 | x | 10.0 | x | 1 | -28.3 | 29.0 | x
Cc1cc(C)n(CC2CC(=O)N(c3ccc(C)c(Cl)c3)C2=O)n1 (configuration not stated) | 5.5 | 5.5 | 3.3 | x | -7.2 | 1.1 | 9.6 | -16.8 | x
Cc1ccc(S(=O)(=O)N[C@H](C(=O)N2CCC(C(=O)N3CCC[C@H]3C(=O)O)CC2)C(C)C)cc1 | -6.9 | 4.1 | 0.6 | 20.1 | -3.2 | 0.9 | 2.4 | -15.4 | 1.0
COc1ccccc1NC(=O)C(C)N1CCN(C/C=C/c2ccccc2)CC1 (configuration not stated) | 1.4 | 1.5 | 4.2 | 2.8 | 1.3 | 0.8 | -6.6 | 10.8 | 4.6
CC(C)(C)S(=O)(=O)c1ccccc1C(=O)O | 6.2 | 3.0 | 5.0 | 5.4 | 14.7 | 0.9 | 3.5 | 23.4 | 3.5
O=C(c1ccccc1)c1cc2ccccc2o1 | 4.3 | 5.5 | 4.8 | -5.1 | -0.2 | 0.8 | -4.8 | -21.1 | -2.8
COc1ccccc1CN1CC(C(=O)NCc2cccnc2)CC1=O (configuration not stated) | 2.4 | -0.9 | 6.4 | 9.8 | 3.5 | 0.8 | -3.0 | -10.0 | -0.4
O=C(C1CCCN(Cc2cccs2)C1)N1CCCCCC1 (configuration not stated) | 5.8 | -1.3 | 0.5 | 7.9 | 3.2 | 1 | -28.6 | 8.4 | 2.0
C=CCN=C(NC#N)SCCc1ccccc1 | 4.2 | -4.1 | 5.6 | x | 8.3 | 0.9 | 6.3 | 11.1 | x
O=C(NCc1cccnc1)C1c2ccccc2C(=O)N1C1CCCCCC1 (configuration not stated) | 0.9 | -0.2 | -0.4 | -4.0 | 1.8 | 0.9 | -5.7 | -2.7 | -5.8
COCCCN1C(=O)c2ccc(C(=O)Nc3ccc(OC)cc3OC)cc2C1=O | 13.3 | 3.1 | -0.6 | -1.4 | 3.5 | 0.9 | -4.4 | 4.9 | -0.8

Profiles from above. Screens in order: PKA kinase inh	MMP13 inh	JNK3 blocker	HEK293 NFkB inh	ROCK2 inh	TNAP act DEA	Cdc25B inh	DUSP1 inh	Jurkat viability
O=C(C1CCCN(Cc2cccs2)C1)N1CCCCCC1 (configuration not stated) as listed: 5.8	-1.3	0.5	7.9	3.2	1	-28.6	8.4	2.0
C=CCN=C(NC#N)SCCc1ccccc1 as listed: 4.2	-4.1	5.6	x	8.3	0.9	6.3	11.1	x
